Screens from PubChem.
MmCpn inh: M. maripaludis TRiC chaperonin inhibition. purified Mm-Cpn ATPase, ADP Transcreener TR-FRET. Potency, µM (doses to about 76.9 µM), inactives show at the top dose activity, negative = inhibition, usual class: inhibitors. actives 0.031% (n = 330,000); further: potency means the concentration at half of the fitted maximal effect; on the % scale 0 is the no-effect control and ±100 the full control effect; nearly all actives have a fitted effect of over 80% in size
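Purified archaeal Mm-CPN (25nM final) preincubated 10 min at 37degC with compound, then 10uM ATP for 30 min at 37degC; ADP measured by HTRF Transcreener TR-FRET; buffer 30 mM TRIS pH 7.4, 100mM KCl, 5mM MgCl2, 1mM DTT.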
CCT modulator: cytosolic chaperonin activity modulation; activity change, % (concentration not given with the values), hits read low; actives 0.3% (n = 360,000); purified chaperonin ATPase assay, HTRF ADP detection, 30 min; in the data active means activity change below about -30%; further: on the % scale 0 is the no-effect control and ±100 the full control effect
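Enzyme 40 or 20 nM (batch-dependent) in Tris pH 7.4/KCl/MgCl2/DTT; cpd 76 uM single point; ATP 10 uM; 30 min 37 °C; Transcreener ADP HTRF detection, 30 min RT; ratio 665/615.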
TGFb SMAD3 inh: inhibitors of TGF-b signaling | HepG2 CAGA-GFP TGF-b/SMAD3 reporter, GFP fluorescence, 18 h; TGF-beta stimulated, 500 pg/mL final | AID 588855 | Potency, µM (doses to about 46.1 µM), for the others: top-dose activity, negative = inhibition, hits mostly inhibitors | actives 1.2% (n = 410,000); further: potency means the concentration at half of the fitted maximal effect; on the % scale 0 is the no-effect control and ±100 the full control effect; nearly all actives have a fitted effect of over 65% in size
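TGF-beta reporter screen: HEPG2 CAGA-GFP, 1% FBS, 500 pg/mL TGF-beta final, 18 h; per-cell GFP summed per well; curves fitted and categorized by class.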
EPAC2 antagonist: antagonists of human EPAC2 | Q8WZA2 | EPAC2 GEF exchange of Rap1B-BODIPY-GDP, fluorescence | Potency, µM (series often up to 114 µM), without a hit: top-dose activity, negative = inhibition, most hits filed as inhibitors | actives 0.18% (n = 360,000) | AID 720708; further: potency means the concentration at half of the fitted maximal effect; on the % scale 0 is the no-effect control and ±100 the full control effect; nearly all actives have a fitted effect of over 45% in size; many of its hits are not listed in these tables
Target sequence (Q8WZA2 whole entry, looked up): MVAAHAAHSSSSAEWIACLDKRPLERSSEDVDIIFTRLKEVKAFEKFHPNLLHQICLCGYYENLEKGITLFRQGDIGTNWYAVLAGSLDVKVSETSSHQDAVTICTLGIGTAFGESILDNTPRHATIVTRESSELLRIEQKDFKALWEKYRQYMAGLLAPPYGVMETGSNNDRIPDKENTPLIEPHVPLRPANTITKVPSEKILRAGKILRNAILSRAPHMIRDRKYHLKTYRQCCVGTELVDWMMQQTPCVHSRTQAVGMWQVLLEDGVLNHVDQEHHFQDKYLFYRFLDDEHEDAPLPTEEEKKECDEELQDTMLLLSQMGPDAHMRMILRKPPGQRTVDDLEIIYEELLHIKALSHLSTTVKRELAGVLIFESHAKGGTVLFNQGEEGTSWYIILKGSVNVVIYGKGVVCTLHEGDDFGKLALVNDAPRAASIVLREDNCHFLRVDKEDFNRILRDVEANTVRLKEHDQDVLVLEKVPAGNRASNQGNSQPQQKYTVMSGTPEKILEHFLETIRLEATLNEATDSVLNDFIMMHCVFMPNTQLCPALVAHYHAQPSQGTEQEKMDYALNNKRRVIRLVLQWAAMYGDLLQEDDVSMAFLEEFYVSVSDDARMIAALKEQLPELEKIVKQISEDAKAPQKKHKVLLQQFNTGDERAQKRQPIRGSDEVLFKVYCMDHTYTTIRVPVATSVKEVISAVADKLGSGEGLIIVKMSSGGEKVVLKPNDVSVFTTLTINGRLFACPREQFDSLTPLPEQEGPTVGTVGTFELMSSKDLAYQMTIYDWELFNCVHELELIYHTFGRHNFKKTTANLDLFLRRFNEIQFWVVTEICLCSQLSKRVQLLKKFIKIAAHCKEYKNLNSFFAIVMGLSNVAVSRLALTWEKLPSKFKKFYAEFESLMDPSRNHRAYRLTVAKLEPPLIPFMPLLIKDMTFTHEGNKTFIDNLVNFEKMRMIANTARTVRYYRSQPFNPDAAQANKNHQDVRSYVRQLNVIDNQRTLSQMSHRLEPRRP
EPAC2 ag: agonists of human EPAC2 (RAPGEF4); AID 720711; Q8WZA2; EPAC2 activation, biochemical qHTS; response scale: 100% = 6.5 mM cAMP response; actives 0.079% (n = 360,000); Potency, µM (doses to about 154 µM), inactives show at the top dose activation, most hits filed as activators; further: potency means the concentration at half of the fitted maximal effect; nearly all actives have a fitted effect of over 50% in size
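Guanine nucleotide exchange by EPAC2 is measured as reduced fluorescence of BODIPY-GDP once it is released from 250 nM Rap1B. Plates are read kinetically for 30 min at room temperature; results are scaled to 6.5 mM cAMP.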
A549 viability: kills or reduces viability of A549 cells in Nrf2 counter-screen; A549 ARE-Fluc cells, CellTiter-Fluor viability, 18-24 h; Potency, µM (titrated, usually from 46 µM), for the others: at the highest dose activity change, negative = cytotoxicity, actives largely listed as inhibitors; actives 0.16% (n = 390,000); further: potency means the concentration at half of the fitted maximal effect; on the % scale 0 is the no-effect control and ±100 the full control effect
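Cytotoxicity counterscreen: CellTiter-Fluor fluorescence was measured in A549 ARE_Fluc cells after 18-24 h of compound exposure in a concentration series. The subsequent BugLite luminescent read reports ARE-luciferase activity.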
Akt phos inh: blocks phosphorylation of Akt | Neuro2A IGF-stimulated pAkt S473 HTRF, 20 min; hits give low values | activity change, % for hits at 50 µM | actives 0.32% (n = 360,000); in the data active means activity change below about -80%; inconclusive means mostly about -51% to -80%; further: on the % scale 0 is the no-effect control and ±100 the full control effect
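Neuro2A cells in DMEM with 0.5% FBS, overnight at 37 deg C, given compound at single 50 µM final, then IGF (6 nM final) for 20 min at 37 deg C. Lysed; phospho-Akt Ser473 by HTRF after 24 h, 665/615 ratio.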
Nrf2 activator: Nrf2 pathway activation; AREc32 ARE-luciferase reporter (MCF7-derived line), luminescence, 24 h; Potency, µM (doses to about 46.1 µM), for inactives: at the top dose activation, hits mostly activators; actives 0.31% (n = 410,000); AID 624171; further: potency means the concentration at half of the fitted maximal effect; % of control where 0% means no effect; nearly all actives have a fitted effect of over 65% in size
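ARE activation measured as luciferase luminescence (Steady-Glo, 30 min RT) in AREc32_Fluc cells after 24 hr compound exposure at 37 deg C, 5% CO2; cells seeded overnight at 1000/well in OPTI-MEM, 5% FBS.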
Nrf2 inh: blocks Nrf2 signaling; A549 ARE-Fluc reporter, luciferase luminescence, 18-24 h; actives 2.1% (n = 360,000); AID 504444; Potency, µM (series often up to 46 µM), without a hit: top-dose activity change, negative = inhibition, hits mostly inhibitors; further: potency means the concentration at half of the fitted maximal effect; on the % scale 0 is the no-effect control and ±100 the full control effect; nearly all actives have a fitted effect of over 60% in size
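Reporter: ARE-Fluc in A549. Exposure: 18-24 h, 37 °C, 5% CO2, 5% FBS OPTI-MEM. Readouts: fluorescent cytotoxicity (CellTiter-Fluor), then luminescent Nrf2 signal after BugLite.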
An asterisk follows results filed as active; i = inactive; ? = inconclusive; / = no result given; [ ] = remark or other dose. Unless noted, the call rests on the fitted dose curve; in most records, active means well fitted curve in the direction sought with a large enough effect; inconclusive means small, poorly fitted or top-dose-only effect, or another doubt; inactive means no such curve, though single readings can be large; an effect the other way counts as inactive or inconclusive. Only part of the results is shown; count on the stated rates, not on these rows.

Values run as follows: MmCpn inh	CCT modulator	TGFb SMAD3 inh	EPAC2 antagonist	EPAC2 ag	A549 viability	Akt phos inh	Nrf2 activator	Nrf2 inh
1. O=C(CCCn1c(=O)oc2ccccc21)N1CCN(c2ccccn2)CC1
  6%	-1.5	11%	0%	-3%	3%	i	0.6%	-25%
2. CCOC(=O)c1c(C)noc1-c1ccco1
  -5%	4.0	13%	-4%	5%	3%	i	0.9%	2%
3. CCCN(CCC)S(=O)(=O)c1ccc(C(=O)N2CCC(=O)c3ccccc32)cc1
  -3%	1.6	2%	-7%	9%	10%	i	-0.1%	9%
4. COc1cccc(-c2cc3nc(-c4ccccc4)cc(=O)n3[nH]2)c1
  -1%	-15	6%	4%	-3%	-16%	i	0.1%	27%
5. CC(=O)c1cccc(NC(=O)CCCCCn2nnc3ccccc3c2=O)c1
  -3%	0.7	8%	-5%	-4%	-2%	i	5.1%	?
6. CCN(CC)C(=O)Cn1cc(/C=C(\C#N)C(=O)NC2CC2)c2ccccc21
  -1%	1.0	-1%	-7%	5%	7%	i	0.3%	-27%
7. CN(CC(=O)Nc1ccc(N2CCOCC2)cc1)C(=O)c1cn(-c2ccccc2)nc1-c1ccccc1
  0%	-1.7	-7%	-6%	5%	-4%	i	0.6%	12%
8. O=[N+]([O-])c1ccc(Cl)c(CN2CCSCC2)c1
  2%	2.8	0%	13%	1%	0%	i	-0.3%	-10%
9. Cc1onc(-c2ccccc2)c1C(=O)NCC(=O)Nc1cc(Cl)ccc1Cl
  1%	-5.3	-8%	-4%	16%	-5%	i	0.3%	?
10. COc1ccc(NC(=O)N2CCC(c3nc(-c4cccs4)no3)CC2)cc1
  1%	0.9	-12%	8%	2%	13%	i	5.8%	22%
11. O=C(NCc1ccccc1)C(=O)NCC(c1ccco1)N1CCN(c2ccccc2F)CC1 (configuration not stated)
  -1%	-0.1	1%	4%	3%	-3%	i	0.2%	-12%
12. COc1ccc([C@H]2CC(=O)C=C(c3ccc(OC)c(F)c3)C2)cc1
  -3%	-1.5	?	-2%	22%	3%	i	5.5%	2%
13. CCOC(=O)c1c(NC(=O)c2cc(-c3ccc(Cl)s3)nc3ccccc23)sc(C(N)=O)c1C
  -4%	-3.1	3%	3%	-6%	1%	i	0.5%	5%
14. COc1ccc(/C=N/NC(=O)c2ccn[nH]2)cc1Cn1nc(C)c([N+](=O)[O-])c1C
  3%	1.7	-9%	-2%	2%	1%	i	6.4%	?
15. CCCC(=O)N(Cc1cc2cc(C)ccc2[nH]c1=O)c1ccccc1OC
  0%	0.3	-12%	-1%	-3%	-19%	i	-0.1%	-19%
16. CC(C)SCC(=O)Nc1ncc2c(n1)-c1ccccc1CC2
  1%	-2.1	-5%	5%	-2%	4%	i	-0.2%	5%
17. Cc1cccn2c(=O)c(/C=C(\C#N)c3nc4ccccc4n3C)c(Oc3ccc(Cl)cc3)nc12
  /	/	4%	/	/	-11%	/	14%	?
18. Cc1ccc(OCCN(C)C(=O)C2CCC(=O)N(CC3CCCCC3)C2)cc1 (configuration not stated)
  -3%	-2.1	?	0%	-5%	-2%	i	5.3%	1%
19. CCOc1ccc(-n2c(C)cc(/C=N\NC(=O)CC(=O)NC3CCCCC3)c2C)cc1
  2%	1.4	-28%	-6%	-9%	-1%	i	5.4%	-8%
20. COc1ccc(NC(=O)c2ccc3c(=O)n(Cc4ccco4)c(=S)[nH]c3c2)c(OC)c1
  -1%	-3.4	0%	0%	3%	0%	i	-0.5%	-10%
21. Cc1cccc(C)c1NC(=O)CN1CCN(CC(=O)c2cc(C)n(C3CC3)c2C)CC1
  -2%	1.6	-19%	4%	12%	-2%	i	-0.3%	-16%
22. CC(=O)Nc1ccc(S(=O)(=O)N2CCN(S(=O)(=O)N3CCCCCC3)CC2)cc1
  -2%	1.5	-3%	9%	13%	1%	i	-0.8%	/
23. COC(=O)C(CCCCNC(=O)OCc1ccccc1)NC(=O)CN (configuration not stated)
  0%	-0.8	14%	5%	4%	2%	i	0.2%	/
24. COc1ccc(C(=O)COC(=O)CCN=C2NS(=O)(=O)c3ccccc32)cc1OC
  -1%	1.1	0%	5%[57.1 µM]	-9%	-14%	i	0.5%	0%
25. CCOC1=C2CN(S(=O)(=O)c3ccc(C)cc3)[C@H](c3cccc4ccccc34)C[C@H]2[C@H]2C(=O)N(c3ccccc3)C(=O)[C@H]2C1
  /	0.8	0%	-1%	3%	/	i	-1.5%	/
26. O=C(c1ccco1)N1CCN(C(=O)C2CCCN(S(=O)(=O)Cc3ccccc3)C2)CC1 (configuration not stated)
  1%	-2.6	0%	-2%	4%	-1%	i	-0.3%	-11%
27. Cc1cc(/C=C2\NC(=S)NC2=O)c(C)n1-c1cccnc1
  -1%	-83*	1%	-19%	0%	0%	i	1.7%	14%
28. CCOC(=O)c1sc(NC(=O)c2nc3nc(C)cc(C(F)F)n3n2)c(C(=O)OC)c1C
  /	/	-5%	/	/	-1%	/	-1.4%	8%
29. CC1CCCN(c2nc3c(c(=O)n(C)c(=O)n3C)n2CCSc2nc3ccccc3o2)C1 (configuration not stated)
  -2%	-2.3	4%	10%	-8%	17%	i	0.1%	22%
30. CN(C(=O)C1CC1)C1CCS(=O)(=O)C1 (configuration not stated)
  1%	-2.5	-1%	-3%	7%	-9%	i	-0.1%	0%
31. COc1ccc(C(=O)n2nc(-c3ccco3)nc2N)cc1OC
  -4%	0.8	0%	3%	0%	-3%	i	?	-18%
32. Cc1nc2cc(NC(=O)C3COc4ccccc4O3)ccc2s1 (configuration not stated)
  1%	1.8	-1%	-5%	6%	-3%	i	2.4%	?
33. CSc1ccccc1NC(=O)CN1CCCCC1C (configuration not stated)
  -2%	-1.8	13%	?	0%	-9%	i	-0.2%	-1%
34. O=C(NCc1ccc2c(c1)OCO2)c1ccc2c(c1)N(Cc1ccc(F)cc1)C(=O)c1ccccc1S2=O (configuration not stated)
  /	/	?	/	/	-13%	/	-0.5%	4%
35. Cc1ccc2oc(C(=O)Nc3c(C(=O)c4ccc(C)c(F)c4)oc4ccccc34)cc(=O)c2c1
  /	/	-10%	/	/	3%	/	0.5%	-4%
36. COc1cc2c(=O)c(C(=O)c3ccc(F)cc3)cn(Cc3cccc(F)c3)c2cc1OC
  /	/	-19%	/	/	-17%	/	-0.9%	?
37. CC1(C)OC(=O)C(=CSc2ccc(C(C)(C)C)cc2)C(=O)O1
  2%	0.0	-4%	0%	6%	0%	i	2.8%	0%
38. COc1ccc(C2=NOC(Cn3nc(C(=O)NCc4ccco4)cc3-c3ccccc3)C2)cc1 (configuration not stated)
  -2%	-1.1	-7%	-13%	-1%	-11%	i	2.8%	?
39. NC1=NC[C@@H](Cc2ccc(O)cc2)N1CC1CCCCC1
  0%	-2.9	-31%	10%	9%	3%	i	-0.2%	12%
40. CCOc1ccc(CNC(=O)Cn2c(=O)c3cccn3c3cccnc32)cc1
  /	/	-22%	/	/	12%	/	4.6%	?
41. CCOCCCNC(=O)c1c(NC(=O)c2nc(SC)ncc2Cl)sc2c1CCCC2
  /	/	12%	/	/	-3%	/	5.4%	-13%
42. CCOc1ccc(NC(=S)N2C3CCCC2CC(NC(=O)C2CC2)C3)cc1 (configuration not stated)
  -2%	-1.7	10%	1%	-3%	-8%	i	-1.0%	8%
43. Cc1[nH][nH]c(=O)c1C(c1c(C)[nH][nH]c1=O)c1cn(C)c2ccccc12
  -19%	-1.4	-4%	-4%	14%	1%	i	26%	2%
